EP2 modulator – EP2 receptor modulators, cAMP readout, primary screen, cell-based, HTRF cAMP, PGE2 stimulation. induction, % at 25 µM. 260,000 compounds, 0.83% hits. Prostaglandin E2 receptor EP2 subtype (Homo sapiens), P43116. EP2-expressing cells, cAMP HTRF FRET, PGE2 co-stimulation;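 active means compounds whose cAMP rise, as percent of the full-agonist control response, exceeds 60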;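 further: rat C6 glioma line stably carrying human EP2 under a CMV promoter; the protocol text gives 20 µM as final concentration; 100% = response of wells given 1 µM PGE2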
zfTRPN1 agonist – zebrafish TRPN1 channel agonists, primary screen, cell-based, HEK293, calcium fluorescence; transient receptor potential cation channel N1 (TRPN1/NompC), Danio rerio; AID 1424, 2008; activation, % at 3 µM; HEK293 zebrafish TRPN1-YFP, Fluo-8 calcium fluorescence; 100% = response to 87 µM carbachol; 220,000 compounds, 0.18% hits;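 active means activation above its plate's cutoff, the mean activation of test wells on that plate plus 3 SD, cut at about 19% in these data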;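 further: 0% = DMSO alone and 100% = 87 µM carbachol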
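Assay system: Zebrafish TRPN1-YFP in HEK293 cells | Incubation: Dye loading 1 h at 37 °C, then 30 min room temperature | Measured by: Kinetic Fluo-8 fluorescence, ex 470-495, em 515-575 nm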
BaF3 tox – parental Ba/F3 cell viability inhibition, counter-screen for JAK2V617F inhibitor project, murine pro-B, CellTiter-Glo luminescence. CellTiter-Glo ATP luminescence. inhibition, % at 5.6 µM. 220,000 compounds, 1.1% hits. AID 1486, 2009;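 active means inhibition above a per-campaign cutoff, the mean inhibition of all tested compounds plus 3 SD, cut at about 27% in these data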;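 further: 0% = DMSO wells and 100% = JAK Inhibitor I control wells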
TRPML3 agonist – human TRPML3 channel agonists, primary screen, cell-based, HEK293 TRPML3-YFP, Fluo-8 calcium fluorescence, 3 µM. Mucolipin-3 (Homo sapiens), Q8TDD5. 100% = the carbachol control signal. activation, % at 3 µM. 220,000 compounds, 0.29% hits;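 active means activation above its plate's cutoff, the mean activation of the plate's test wells plus 3 SD, cut at about 12% in these data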;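 further: 0% = DMSO only wells and 100% = carbachol wells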
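Test system: TRPML3-YFP stable HEK293 cells. Doses: single point at 3 µM. Incubation: dye loading 1 h 37 °C then 30 min ambient, 125 s read. Signal: Fluo-8 calcium dye fluorescence, ex 470-495, em 515-575 nm. Measure: percent activation from peak-to-basal fluorescence ratio, scaled between DMSO and carbachol.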
S1P4 ag – S1P4 receptor agonists, primary screen, cell-based; S1P4-expressing cell line, agonist reporter assay; Sphingosine 1-phosphate receptor 4 (Homo sapiens), O95977; activation, % at 4.98 µM; 220,000 compounds, 0.35% hits; in the data active means activation above about 11%;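 further: 0% = DMSO vehicle and 100% = reference agonist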
Ba/F3 V617F tox – reduced viability of JAK2V617F-dependent Ba/F3 cells, primary screen, JAK2V617F inhibitor project, cell-based, Ba/F3 EpoR-JAK2V617F, luminescence; inhibition, % at 5.6 µM; 220,000 compounds, 1.1% hits; ATP luminescence; AID 1446, 2008;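 active means inhibition above the campaign mean plus 3 SD over all tested compounds, cut at about 24% in these data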;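 further: cytokine-independent growth of Ba/F3 cells driven by EpoR plus mutant JAK2; 0% = DMSO-treated cells and 100% = JAK inhibitor I control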
PERK inhibitor – block of dimerizer-induced PERK translation repression, primary screen, PERK inhibitor project, CHO PERK-DD cells, SEAP luminescence, HTS. Eukaryotic translation initiation factor 2-alpha kinase 3 (Homo sapiens), Q9NZJ5. CHO PERK-DD fusion, SEAP luminescence translation reporter. inhibition, % at 5.6 µM. 220,000 compounds, 0.17% hits. AID 1416, 2008;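 active means inhibition above the mean inhibition of all tested compounds plus 3 SD, set separately per screening campaign, cut at about 2.9% in these data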;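 further: PERK kinase domain activated by AP20187 dimerizer at 100 nM; 0% = DMSO with dimerizer and 100% = rapamycin at 8.4 µM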
Target sequence (Q9NZJ5 whole entry, looked up, the tested form may be a part): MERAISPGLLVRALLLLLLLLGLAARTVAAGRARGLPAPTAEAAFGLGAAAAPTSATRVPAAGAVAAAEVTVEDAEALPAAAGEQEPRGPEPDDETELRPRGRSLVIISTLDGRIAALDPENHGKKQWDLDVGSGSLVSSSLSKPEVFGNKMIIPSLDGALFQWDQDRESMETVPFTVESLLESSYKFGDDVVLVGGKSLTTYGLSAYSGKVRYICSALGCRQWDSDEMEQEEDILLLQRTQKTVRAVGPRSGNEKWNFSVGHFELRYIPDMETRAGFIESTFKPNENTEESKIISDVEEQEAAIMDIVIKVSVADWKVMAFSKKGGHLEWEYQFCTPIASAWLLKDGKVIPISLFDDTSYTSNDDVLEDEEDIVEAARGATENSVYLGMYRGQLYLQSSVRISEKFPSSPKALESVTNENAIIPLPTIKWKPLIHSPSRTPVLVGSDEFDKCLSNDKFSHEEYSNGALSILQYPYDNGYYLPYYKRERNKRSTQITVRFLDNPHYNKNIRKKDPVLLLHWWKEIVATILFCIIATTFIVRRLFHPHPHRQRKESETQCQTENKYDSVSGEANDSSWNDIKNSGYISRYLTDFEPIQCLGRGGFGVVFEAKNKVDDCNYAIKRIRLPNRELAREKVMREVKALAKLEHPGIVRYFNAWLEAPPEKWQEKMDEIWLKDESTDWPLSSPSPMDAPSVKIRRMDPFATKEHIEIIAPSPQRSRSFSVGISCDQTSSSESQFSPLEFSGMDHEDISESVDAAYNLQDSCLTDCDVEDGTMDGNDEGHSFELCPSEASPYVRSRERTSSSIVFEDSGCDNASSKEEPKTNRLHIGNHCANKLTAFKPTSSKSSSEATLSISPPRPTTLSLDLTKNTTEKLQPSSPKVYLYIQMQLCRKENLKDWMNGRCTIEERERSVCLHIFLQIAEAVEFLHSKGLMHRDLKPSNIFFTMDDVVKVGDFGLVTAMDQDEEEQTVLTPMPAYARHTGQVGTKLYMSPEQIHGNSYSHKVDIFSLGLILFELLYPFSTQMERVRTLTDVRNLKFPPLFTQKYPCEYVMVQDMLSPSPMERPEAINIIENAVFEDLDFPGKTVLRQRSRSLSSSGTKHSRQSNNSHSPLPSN
S1P4 antag – S1P4 receptor antagonists, primary screen, cell-based; Sphingosine 1-phosphate receptor 4 (Homo sapiens), O95977; S1P4-expressing cells, antagonist mode, reporter read-out; inhibition, % at 4.98 µM; 220,000 compounds, 0.26% hits; in the data active means inhibition above about 29%;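 further: 0% = wells stimulated with agonist and 100% = vehicle wells without agonist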
Calpain2 inh – inhibitors of pig calpain II, primary screen, biochemical, fluorogenic peptide substrate, 1536-well | 220,000 compounds, 0.37% hits | inhibition, % at 16 µM | purified calpain II, 30 min;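 active means inhibition above about 50%, limit read from the data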
Starred values were filed as active, the others as inactive. Random draw from the library. About 3.6% of those tested had a hit in this group.

Results for CCCNC(=O)NC(=O)CSc1nncs1 ?
EP2 modulator: 9; zfTRPN1 agonist: 0.8; BaF3 tox: -1; TRPML3 agonist: 0.7; S1P4 ag: -0.7; Ba/F3 V617F tox: -3; PERK inhibitor: 0.2; S1P4 antag: -10; Calpain2 inh: -11

Results for C=CCn1c(SCc2ccc(C(=O)OC)cc2)nnc1-c1sc(N)nc1C ?
EP2 modulator: 7; zfTRPN1 agonist: 0.9; BaF3 tox: 4; TRPML3 agonist: 0.7; S1P4 ag: 2.1; Ba/F3 V617F tox: 3; PERK inhibitor: -0.7; S1P4 antag: 8; Calpain2 inh: 30

What do the screens show for `CCOc1cc(C(=O)NCc2ccccc2)ccc1OCC(=O)N1CCOCC1`?
EP2 modulator: -1; zfTRPN1 agonist: 1.1; BaF3 tox: 1; TRPML3 agonist: 1.0; S1P4 ag: 0.1; Ba/F3 V617F tox: 3; PERK inhibitor: -0.1; S1P4 antag: -22; Calpain2 inh: 29

How did CCOC(=O)c1sc(N)c(C(=O)OC)c1C do in these assays?
EP2 modulator: -15; zfTRPN1 agonist: -1.2; BaF3 tox: 90*; TRPML3 agonist: -0.8; S1P4 ag: 1.4; Ba/F3 V617F tox: 5; PERK inhibitor: -0.6; S1P4 antag: -8; Calpain2 inh: 29

What do the screens show for `O=C(NC(=S)Nc1nc2c(s1)CSc1ccccc1-2)c1ccccc1`?
EP2 modulator: -11; zfTRPN1 agonist: 2.5; BaF3 tox: 8; TRPML3 agonist: 1.6; S1P4 ag: 1.6; Ba/F3 V617F tox: 0; PERK inhibitor: -0.5; S1P4 antag: 1; Calpain2 inh: -220

What do the screens show for `O=C(CCl)c1ccc2c(c1)CCN2C(=O)C1CC1`?
EP2 modulator: -46; zfTRPN1 agonist: 0.7; BaF3 tox: 6; TRPML3 agonist: 0.9; S1P4 ag: 1.3; Ba/F3 V617F tox: 0; PERK inhibitor: 0.1; S1P4 antag: -4; Calpain2 inh: 3

Results for O=C(COc1ccc(/C=N/NC(=O)C(=O)N2CCCCC2)cc1)Nc1ccccc1Cl ?
EP2 modulator: 0; zfTRPN1 agonist: 1.1; BaF3 tox: 6; TRPML3 agonist: 0.5; S1P4 ag: -0.1; Ba/F3 V617F tox: 1; PERK inhibitor: 0.9; S1P4 antag: 9; Calpain2 inh: -2

What do the screens show for `CC1CCCN(Cc2cccc(Oc3ccccc3)c2)C1` (stereo not given)?
EP2 modulator: 32; zfTRPN1 agonist: -3.0; BaF3 tox: 2; TRPML3 agonist: -0.7; S1P4 ag: -1.0; Ba/F3 V617F tox: 3; PERK inhibitor: 0.1; S1P4 antag: 1; Calpain2 inh: 6

Results for CCN1C(=O)S/C(=C/c2ccsc2)C1=O ?
EP2 modulator: 23; zfTRPN1 agonist: -1.5; BaF3 tox: 2; TRPML3 agonist: -0.1; S1P4 ag: -1.6; Ba/F3 V617F tox: -2; PERK inhibitor: 0.4; S1P4 antag: -1; Calpain2 inh: 23

How did CN(C)S(=O)(=O)c1ccc(C(=O)NNc2nc(-c3ccccc3)c3cc(Br)ccc3n2)cc1 do in these assays?
EP2 modulator: 24; zfTRPN1 agonist: -1.1; BaF3 tox: 8; TRPML3 agonist: -0.8; S1P4 ag: 0.5; Ba/F3 V617F tox: 4; PERK inhibitor: -1.2; S1P4 antag: -16; Calpain2 inh: -96

How did Cc1ccc(OCCCn2c(CO)nc3ccccc32)cc1 do in these assays?
EP2 modulator: 3; zfTRPN1 agonist: -1.9; BaF3 tox: 4; TRPML3 agonist: 0.9; S1P4 ag: -0.4; Ba/F3 V617F tox: -1; PERK inhibitor: -0.5; S1P4 antag: -4; Calpain2 inh: 7

Results for O=S(=O)(C=C(c1ccccc1)c1ccccc1)c1ccccc1 ?
EP2 modulator: 77*; zfTRPN1 agonist: -0.3; BaF3 tox: 3; TRPML3 agonist: 83*; S1P4 ag: 2.5; Ba/F3 V617F tox: 4; PERK inhibitor: -0.2; S1P4 antag: -13; Calpain2 inh: 17

Results for Cc1cc(C)n(C2CC(=O)N(c3ccc(C)c(Cl)c3)C2=O)n1 (stereo not given) ?
EP2 modulator: 33; zfTRPN1 agonist: -1.4; BaF3 tox: 1; TRPML3 agonist: -0.7; S1P4 ag: -2.7; Ba/F3 V617F tox: -5; PERK inhibitor: 1.3; S1P4 antag: 3; Calpain2 inh: 7

How did Brc1ccccc1/C=N/Nc1ccccn1 do in these assays?
EP2 modulator: -5; zfTRPN1 agonist: 0.5; BaF3 tox: 5; TRPML3 agonist: -0.6; S1P4 ag: 1.2; Ba/F3 V617F tox: 2; PERK inhibitor: 1.2; S1P4 antag: 3; Calpain2 inh: -21

What do the screens show for `O=C(NCCCN1CCOCC1)c1cccnc1`?
EP2 modulator: 21; zfTRPN1 agonist: 1.0; BaF3 tox: 1; TRPML3 agonist: 0.2; S1P4 ag: 0.0; Ba/F3 V617F tox: -5; PERK inhibitor: 1.4; S1P4 antag: 2; Calpain2 inh: 4

What do the screens show for `CC(=O)Nc1c(C)cc(S(C)(=O)=O)cc1C`?
EP2 modulator: 9; zfTRPN1 agonist: -0.8; BaF3 tox: -1; TRPML3 agonist: 1.0; S1P4 ag: -0.9; Ba/F3 V617F tox: -3; PERK inhibitor: 0.5; S1P4 antag: -1; Calpain2 inh: 4

How did Oc1c(C(Nc2cccc(C(F)(F)F)c2)c2cccnc2)ccc2cccnc12 (stereo not given) do in these assays?
EP2 modulator: 25; zfTRPN1 agonist: 0.5; BaF3 tox: 3; TRPML3 agonist: 1.3; S1P4 ag: -0.4; Ba/F3 V617F tox: -3; PERK inhibitor: 1.0; S1P4 antag: -10; Calpain2 inh: 9

How did Cc1ccc(CC(NC(=O)c2ccccc2)C(=O)NC(Cc2ccccc2)C(=O)O)cc1 (stereo not given) do in these assays?
EP2 modulator: 32; zfTRPN1 agonist: -1.3; BaF3 tox: 2; TRPML3 agonist: 0.8; S1P4 ag: 0.6; Ba/F3 V617F tox: 1; PERK inhibitor: 0.1; S1P4 antag: -12; Calpain2 inh: 14

How did CNC(=S)Nc1cccc(Cl)c1C do in these assays?
EP2 modulator: 9; zfTRPN1 agonist: 0.4; BaF3 tox: 9; TRPML3 agonist: 0.6; S1P4 ag: -0.1; Ba/F3 V617F tox: 3; PERK inhibitor: 0.9; S1P4 antag: -18; Calpain2 inh: -9

What do the screens show for `O=S(=O)(c1ccc(S(=O)(=O)N(Cc2ccco2)Cc2ccccc2Cl)cc1)N1CCCC1`?
EP2 modulator: 9; zfTRPN1 agonist: 0.7; BaF3 tox: 3; TRPML3 agonist: 0.6; S1P4 ag: -0.7; Ba/F3 V617F tox: 5; PERK inhibitor: -0.3; S1P4 antag: 3; Calpain2 inh: 36

Next part; the last 2 above are carried over.
How did CNC(=S)Nc1cccc(Cl)c1C do in these assays?
EP2 modulator: 9; zfTRPN1 agonist: 0.4; BaF3 tox: 9; TRPML3 agonist: 0.6; S1P4 ag: -0.1; Ba/F3 V617F tox: 3; PERK inhibitor: 0.9; S1P4 antag: -18; Calpain2 inh: -9

What do the screens show for `O=S(=O)(c1ccc(S(=O)(=O)N(Cc2ccco2)Cc2ccccc2Cl)cc1)N1CCCC1`?
EP2 modulator: 9; zfTRPN1 agonist: 0.7; BaF3 tox: 3; TRPML3 agonist: 0.6; S1P4 ag: -0.7; Ba/F3 V617F tox: 5; PERK inhibitor: -0.3; S1P4 antag: 3; Calpain2 inh: 36

What do the screens show for `Cc1cccn(Cc2c(F)cccc2Cl)c1=O`?
EP2 modulator: -2; zfTRPN1 agonist: 0.4; BaF3 tox: 0; TRPML3 agonist: -0.1; S1P4 ag: -0.3; Ba/F3 V617F tox: 3; PERK inhibitor: 1.6; S1P4 antag: -7; Calpain2 inh: 11

Results for O=C(CSc1n[nH]c(=O)[nH]c1=O)Nc1ccc(C(=O)O)cc1 ?
EP2 modulator: 2; zfTRPN1 agonist: -2.4; BaF3 tox: 1; TRPML3 agonist: -0.2; S1P4 ag: -1.3; Ba/F3 V617F tox: -3; PERK inhibitor: 2.7; S1P4 antag: -7; Calpain2 inh: 3

How did CN(C(=O)CCN1C(=O)C2C3C=CC(C3)C2C1=O)c1ccccc1 (stereo not given) do in these assays?
EP2 modulator: 3; zfTRPN1 agonist: -1.1; BaF3 tox: 4; TRPML3 agonist: 0.6; S1P4 ag: 1.1; Ba/F3 V617F tox: 2; PERK inhibitor: 1.0; S1P4 antag: 7; Calpain2 inh: 5

How did O=C(NC1CC1)c1ccc2c(c1)C1C3CCC(C3)C1C(c1ccccc1)N2 (stereo not given) do in these assays?
EP2 modulator: 3; zfTRPN1 agonist: -0.6; BaF3 tox: 8; TRPML3 agonist: -0.1; S1P4 ag: 0.1; Ba/F3 V617F tox: 3; PERK inhibitor: -0.3; S1P4 antag: -1; Calpain2 inh: -4

Results for CCOc1ccc(/C(CCC(=O)O)=N/NC(=S)NCCc2ccccc2)cc1 ?
EP2 modulator: 3; zfTRPN1 agonist: -2.1; BaF3 tox: 13; TRPML3 agonist: 1.1; S1P4 ag: 0.6; Ba/F3 V617F tox: 4; PERK inhibitor: 0.3; S1P4 antag: 2; Calpain2 inh: 27

What do the screens show for `O=C(NCc1ccc(Cl)cc1Cl)c1ccc2nc[nH]c2c1`?
EP2 modulator: -16; zfTRPN1 agonist: 1.7; BaF3 tox: 4; TRPML3 agonist: 0.8; S1P4 ag: -1.2; Ba/F3 V617F tox: -2; PERK inhibitor: 1.1; S1P4 antag: -5; Calpain2 inh: -9

How did COCCNc1ccc([N+](=O)[O-])cc1C(=O)Nc1cccc(C)n1 do in these assays?
EP2 modulator: -11; zfTRPN1 agonist: -1.6; BaF3 tox: 1; TRPML3 agonist: 0.0; S1P4 ag: 0.3; Ba/F3 V617F tox: 1; PERK inhibitor: -0.1; S1P4 antag: -8; Calpain2 inh: -1

What do the screens show for `CCN(CC)c1nc2c3c(nc4c(c3c1C#N)CC(=O)N4c1ccc(Cl)cc1)NC(C)=N2`?
EP2 modulator: -8; zfTRPN1 agonist: 1.4; BaF3 tox: 9; TRPML3 agonist: 0.6; S1P4 ag: 5.1; Ba/F3 V617F tox: 2; PERK inhibitor: 1.2; S1P4 antag: -5; Calpain2 inh: -189

How did C=CCNC(=O)c1c(N)n(-c2ccc3c(c2)OCO3)c2nc3ccccc3nc12 do in these assays?
EP2 modulator: 9; zfTRPN1 agonist: -0.1; BaF3 tox: 2; TRPML3 agonist: 1.1; S1P4 ag: -0.4; Ba/F3 V617F tox: 4; PERK inhibitor: -1.4; S1P4 antag: -21; Calpain2 inh: -3

Results for Cc1cc2cc3c(cc2nc1SCC(=O)Nc1ccccc1)CCC3 ?
EP2 modulator: -6; zfTRPN1 agonist: 0.7; BaF3 tox: 6; TRPML3 agonist: -0.4; S1P4 ag: -2.2; Ba/F3 V617F tox: -1; PERK inhibitor: -0.1; S1P4 antag: 2; Calpain2 inh: -3

Source: PubChem BioAssay (several laboratories)
